# Bioassay records (PubChem)
# NF-kB expr up: activators of NF-kB expression in neurons, primary screen, cell-based, HTS. human neuronal cells, NF-kB reporter expression; active compounds read high. fold change at 12.5 µM. 190,000 tested, 1.6% active; in the data active = fold change above about 3.3
# APP 5UTR inh: inhibitors of APP translation via 5'UTR reporter, primary screen, APP 5'UTR luciferase, SH-SY5Y cells; SH-SY5Y APP 5'UTR-luciferase reporter, luminescence; inhibition, % at 2 µM; 190,000 tested, 0.82% active;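 active = inhibition above a set limit, derived from the sample mean plus 3 SD, cut at about 45% in these data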; also: values of inactives mirror those of a sister screen read the other way
# STAT1 act: STAT1 signaling activators, primary screen, cell-based, HTS, luciferase reporter; 200,000 tested, 2.6% active; NIH 3T3 STAT1-luciferase reporter, IFN-gamma, luminescence; 100% = IFN-gamma alone, no compound; activation (% of control), % at 5.5 µM; AID 932, 2007;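 active = activation above the screen-wide mean activation plus 3 SD, cut at about 130% in these data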;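 also: raw ratio to IFN-gamma control signal so 100% means no change and 0% no light; values of inactives mirror those of a sister screen read the other way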
# G6PDH counter: L. mesenteroides G6PDH inhibitors, counter-screen for G6PDH-coupled screening assays, biochemical, Leuconostoc mesenteroides enzyme; Purified L. mesenteroides G6PDH, diaphorase/resazurin coupled fluorescence, 45 min; inhibition, % at 5 µM; 200,000 tested, 0.12% active; in the data active = inhibition above about 50%
# Efa HMGR inh: inhibitors of E. faecalis class II HMGR, primary screen, biochemical, Enterococcus faecalis; 190,000 tested, 0.41% active; inhibition, % at 10 µM; HMG-CoA reductase (Enterococcus faecalis, mvaE); purified E. faecalis HMGR, NADPH absorbance 340 nm kinetic;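 active = inhibition above a set limit, the median over all tested compounds plus 3 SD, cut at about 9.5% in these data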;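 also: enzyme runs in reverse so mevalonate oxidation gives rising NADPH absorbance; 0% = complete reaction with DMSO and 100% = background rate lacking mevalonate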
# FLuc inhib CS: firefly luciferase enzyme inhibitors, primary screen, artefact control for luciferase-based inhibitor screens, biochemical, luminescence, ATPLite; inhibition, % at 10 µM; AID 1006, 2008; 10 min; 200,000 tested, 1.5% active;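 active = inhibition above about 50% when tested at 10 µM, limit read from the data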
# Target sequence (P08659 whole entry, looked up): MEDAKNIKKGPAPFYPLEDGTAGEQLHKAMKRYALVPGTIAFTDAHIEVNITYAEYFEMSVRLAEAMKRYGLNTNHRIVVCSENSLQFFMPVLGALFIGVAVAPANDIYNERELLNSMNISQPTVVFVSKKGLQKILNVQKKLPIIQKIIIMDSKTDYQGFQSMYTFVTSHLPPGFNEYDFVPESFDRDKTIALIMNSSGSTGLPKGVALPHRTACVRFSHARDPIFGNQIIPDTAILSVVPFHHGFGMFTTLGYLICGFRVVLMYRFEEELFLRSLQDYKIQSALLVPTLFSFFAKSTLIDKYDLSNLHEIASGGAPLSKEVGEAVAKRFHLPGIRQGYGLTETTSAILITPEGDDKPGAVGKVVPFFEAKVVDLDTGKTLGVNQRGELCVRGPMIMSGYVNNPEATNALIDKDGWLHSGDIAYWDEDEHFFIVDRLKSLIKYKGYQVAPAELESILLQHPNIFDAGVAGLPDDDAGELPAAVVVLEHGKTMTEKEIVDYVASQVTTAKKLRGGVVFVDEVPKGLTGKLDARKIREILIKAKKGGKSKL
# Hsp70 activator: Hsp70 transcriptional activators, primary screen, cell-based, HeLa, Hsp70 promoter luciferase, luminescence, 10 µM. HeLa Hsp70 promoter luciferase reporter; scaled: vehicle 0, proteasome-inhibitor control 100%. activation, % at 10 µM. 200,000 tested, 0.04% active;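 active = activation above the mean across all tested compounds plus 3 SD, cutoff set per campaign, cut at about 5.5% in these data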;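 also: 100% = MG132 at 30 µM as the positive control and 0% = DMSO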
# Redox H2O2 prof: compounds producing H2O2 with reducing agent – biochemical, NIH compound library profiling, artefact control for MLSCN library redox annotation, primary screen | 200,000 tested, 0.03% active | activation, % at 10 µM | DTT-dependent redox cycling H2O2, phenol red/HRP absorbance; 100% = 100 µM peroxide control, 0% = buffer | AID 878, 2007;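 active = activation of at least 50% relative to the plate's high and low controls in the primary single-dose screen; inactive = activation below 50%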;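 also: compound incubated with DTT at 0.8 mM final as the reducing agent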
# APP 5'UTR act: activators of APP 5'UTR luciferase reporter, primary screen, SH-SY5Y cells | SH-SY5Y APP 5'UTR luciferase reporter, luminescence; zero percent = DMSO vehicle wells | 190,000 tested, 1% active | activation, % at 2 µM | AID 1276, 2008;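 active = activation above a set limit, based on mean plus 3 SD of controls, cut at about 140% in these data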; also: values of inactives mirror those of a sister screen read the other way
# FLuc act counter: FLuc activators, initial screening, artefact control for FLuc-dependent activation tests, biochemical, ATPlite luminescence. Luciferin 4-monooxygenase (Photinus pyralis), P08659. ATPlite luciferase biochemical, 10 min; 0 = ATP-free wells, 1 = DMSO control. activation factor at 10 µM. 200,000 tested, under 10 active. AID 1027, 2008;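 active = luciferase activation factor, scaled between plate controls, of at least 2 with compound at 10 µM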
#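 Assay system: Luciferase/luciferin detection reagent, cell-free biochemical luciferase assay / Also added: ATP substrate / Schedule: 10 min at ambient temperature / Measured by: luminescence measurement of luciferase light output / Benchmarks: low control with PBS replacing ATP, high control enzyme plus ATP without compound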
# * marks the source's active call; other numbers are inactive results; / = no result given.
# Order of results: NF-kB expr up, APP 5UTR inh, STAT1 act, G6PDH counter, Efa HMGR inh, FLuc inhib CS, Hsp70 activator, Redox H2O2 prof, APP 5'UTR act, FLuc act counter
> COc1ccc(/C=C/C(=O)c2ccc(O)cc2)cc1CN1CCOCC1
    3.7*, -18, 98, -4, -5, -5, 0.1, -0.5, 18, 1.1
> O=C(Nc1cccnc1)c1cccc(S(=O)(=O)N2CCCC2)c1
    1.2, -12, 98, 2, -3, -1, -0.2, -0.6, 12, 1
> COc1ccc(N(C(=O)c2cc3ccccc3oc2=O)C2C=CS(=O)(=O)C2)c(OC)c1 (stereo unspecified)
    1.2, 5, 95, 2, -3, -2, 0.0, -1.2, -5, 1
> CCC(=O)Nc1ccc(S(=O)(=O)Nc2ccc(Cl)nn2)cc1
    1, -18, 109, 10, 4, -7, -0.1, 0.1, 18, 1.1
> CCN(CC)c1ccc(/C=C(\C#N)C(N)=O)cc1
    2.3, -22, 122, 4, -3, 16, -0.3, 0.7, 22, 0.8
> CC1CCCCN1CC(=O)NC(=O)NCc1ccccc1 (stereo unspecified)
    0.99, -5, 93, 5, 0, -5, -0.3, 0.0, 5, 1.1
> Cc1ccc(Sc2ccc(/C=N/O)cc2[N+](=O)[O-])cc1
    1.4, -4, 106, 16, -2, -6, 0.1, 0.1, 4, 1.1
> CC(=O)C1=C(C)N(CC2CC2)C(=O)N[C@H]1c1ccccc1
    1.1, 15, 103, 10, -6, -7, -0.2, 0.3, -15, 1.1
> CS(=O)(=O)N(CC(=O)Nc1ccccc1C(=O)NCc1ccco1)c1ccccc1F
    1.1, -12, 104, 9, 3, -1, -0.1, -0.4, 12, 1
> COc1ccc(N=Cc2cccc(C)c2O)cc1Cl
    1.1, 6, 102, -7, -1, 4, -0.4, 2.1, -6, 1
> CC(C)CNC(=O)COC(=O)/C=C/c1ccccc1[N+](=O)[O-]
    0.96, 2, 105, -1, 0, -4, -0.2, 0.4, -2, 1
> COc1ccc(N(C(C)C(=O)NN=C2CCCC2)S(C)(=O)=O)cc1 (stereo unspecified)
    1.1, -18, 98, 12, -6, 4, -0.4, 4.3, 19, 1
> COc1cccc(NC(=S)NN2C(C)CCCC2C)c1 (stereo unspecified)
    0.95, 0, 104, -10, 1, -6, -0.3, 0.4, 0, 1.1
> CCC1(C(=O)OC)NC(c2cccc(F)c2)C2C(=O)N(C)C(=O)C21 (stereo unspecified)
    1.2, 14, 98, /, 0, /, -0.3, 2.6, -14, /
> CCNC(=O)NC(=O)COC(=O)CNC(=O)COc1ccccc1
    1.1, 6, 103, -8, -4, -8, -0.2, -2.2, -6, 1.1
> Cc1ccc(/C=C2\SC(=S)N(C3CCS(=O)(=O)C3)C2=O)o1 (stereo unspecified)
    1.3, 24, 105, 4, -1, -2, -0.4, 0.0, -24, 1
> CCOC(=O)CN1C(c2ccc(O)cc2)Nc2ccc(Br)cc2C1c1ccccc1 (stereo unspecified)
    0.74, -5, 106, -12, -4, -1, -0.3, 1.6, 5, 1
> O=C(c1n[nH]c2ccccc12)N1CCCCC1
    1.1, -2, 111, 1, 2, 2, -0.5, -1.4, 2, 1
> CCCCCC(=O)OCCc1c(C)nc2nc[nH]n2c1=O
    0.99, 1, 102, -3, 0, -3, -0.1, -1.9, -1, 1
> Cc1nc(C)c(C(=O)Nc2cccc(Cl)c2)o1
    1.1, -6, 104, 4, 3, 1, -0.1, -0.5, 6, 1
> Cc1cc(C)n(-c2nc(-c3ccc(Cl)c(Cl)c3)cs2)n1
    1.7, -2, 97, 5, 1, -8, -0.3, 0.9, 2, 1.1
> CCc1nnc(NC(=O)CCn2cnc3ccccc3c2=O)s1
    1.1, 6, 98, -6, -2, -3, -0.1, -1.5, -6, 1
> CC(=O)c1cccc(NC(=O)CO/N=C2/CCCc3nonc32)c1
    1.4, 5, 101, 5, -3, -2, -0.4, -0.1, -5, 1
> Cc1onc(-c2ccccc2Cl)c1C(=O)Nc1ccccc1N1CCOCC1
    0.96, -2, 96, 9, 3, -4, -0.1, -0.2, 2, 1
> COc1ccc(C(=O)N2CCOCC2)cc1Br
    1.1, -16, 106, 3, -2, -11, -0.1, 2.8, 16, 1.1
> CN(c1ccc(C(=O)N2CCN(c3ccc(F)cc3)CC2)cc1)S(C)(=O)=O
    0.99, 19, 101, 3, -3, -5, -0.1, 1.4, -19, 1.1
> CC(=O)Nc1ccc(OC(=O)c2ccc(Br)c([N+](=O)[O-])c2)cc1
    0.91, 26, 86, -7, 0, 0, -0.3, -0.5, -27, 1
> CN(C)S(=O)(=O)c1ccc(NC(=O)CCNC(=O)c2ccc([N+](=O)[O-])cc2)cc1
    1.1, -10, 94, 3, -2, -1, -0.1, -1.0, 10, 1
> CCCc1nnc(SCC(=O)N2CCOCC2)n1CC1CCCO1 (stereo unspecified)
    1.2, -22, 100, 6, -4, -5, -0.3, -0.3, 22, 1
> CCc1nc(N=Nc2c(O)[nH]c3ccccc23)c2c3c(sc2n1)CCC3
    0.99, 29, 96, -1, 1, -8, 0.0, 0.3, -29, 1.1

# Sorted by heavy-atom count (smallest number first): part of the list above.
# Order of results: NF-kB expr up, APP 5UTR inh, STAT1 act, G6PDH counter, Efa HMGR inh, FLuc inhib CS, Hsp70 activator, Redox H2O2 prof, APP 5'UTR act, FLuc act counter
> Cc1nc(C)c(C(=O)Nc2cccc(Cl)c2)o1
    1.1, -6, 104, 4, 3, 1, -0.1, -0.5, 6, 1
> COc1cccc(NC(=S)NN2C(C)CCCC2C)c1 (stereo unspecified)
    0.95, 0, 104, -10, 1, -6, -0.3, 0.4, 0, 1.1
> CC1CCCCN1CC(=O)NC(=O)NCc1ccccc1 (stereo unspecified)
    0.99, -5, 93, 5, 0, -5, -0.3, 0.0, 5, 1.1
> CCC(=O)Nc1ccc(S(=O)(=O)Nc2ccc(Cl)nn2)cc1
    1, -18, 109, 10, 4, -7, -0.1, 0.1, 18, 1.1
> CC(=O)Nc1ccc(OC(=O)c2ccc(Br)c([N+](=O)[O-])c2)cc1
    0.91, 26, 86, -7, 0, 0, -0.3, -0.5, -27, 1
> CC(=O)c1cccc(NC(=O)CO/N=C2/CCCc3nonc32)c1
    1.4, 5, 101, 5, -3, -2, -0.4, -0.1, -5, 1
> Cc1onc(-c2ccccc2Cl)c1C(=O)Nc1ccccc1N1CCOCC1
    0.96, -2, 96, 9, 3, -4, -0.1, -0.2, 2, 1
> COc1ccc(N(C(=O)c2cc3ccccc3oc2=O)C2C=CS(=O)(=O)C2)c(OC)c1 (stereo unspecified)
    1.2, 5, 95, 2, -3, -2, 0.0, -1.2, -5, 1

# (cont.)
# Order of results: NF-kB expr up, APP 5UTR inh, STAT1 act, G6PDH counter, Efa HMGR inh, FLuc inhib CS, Hsp70 activator, Redox H2O2 prof, APP 5'UTR act, FLuc act counter
> CNC(=O)c1cc(Nc2nnc(-c3ccc(O)cc3)c3ccccc23)ccc1OC
    0.86, 10, 92, 13, 0, -7, 0.0, -0.3, -10, 1.1
> Cc1cc(C)c2c(N)c(C(=O)c3ccccc3)oc2n1
    1.4, 8, 108, 6, -2, 0, -0.2, 0.1, -8, 1
> C=CCn1c(=O)c2ccccc2n2c(Sc3nnnn3-c3ccccc3)nnc12
    1.3, -6, 97, 7, -5, -9, -0.1, 0.5, 6, 1.1
> Cc1ccnc(NS(=O)(=O)c2ccc(NC(=O)CN3C(=O)CCC3=O)cc2)n1
    1.1, -4, 94, 5, 1, -1, -0.2, 0.0, 4, 1
> CCNC(=O)C(C)Sc1ccc(Cl)cc1 (stereo unspecified)
    1.1, -7, 100, -3, 1, -4, -0.1, 0.6, 7, 1
> O=c1c(Cc2ccc(Cl)cc2)c(O)ccn1Cc1ccccc1
    0.86, 6, 100, -7, 1, -6, 0.4, 1.1, -6, 1.1
> O=C(Nc1ccc2c(c1)OCO2)N1CCC(CO)(CC2CCCCO2)CC1 (stereo unspecified)
    1.7, -10, 105, 12, -5, 2, -0.1, -0.3, 10, 1
> O=C1CC(N2CCN(c3ccccc3Cl)CC2)C(=O)N1c1ccc(F)cc1 (stereo unspecified)
    0.77, -3, 92, 0, 1, 1, 0.0, 1.5, 3, 1
> CN(C)c1ccc(-c2nc3n(n2)C(c2cccnc2)C2=C(CC(C)(C)CC2=O)N3)cc1 (stereo unspecified)
    1, 0, 101, -1, 2, -5, -0.7, -0.1, -1, 1
> COC(=O)c1cn(NC(=O)Cn2nc([N+](=O)[O-])c(Cl)c2C)c(=O)c2ccccc12
    1.1, 7, 106, -1, -2, 1, -0.3, -0.8, -7, 1
> CC(NCC1COc2ccccc2O1)C(=O)NCc1ccccc1 (stereo unspecified)
    0.93, 11, 102, 0, 4, -6, -0.2, -0.1, -11, 1.1
> CC(=O)NNC(=O)C(O)(c1ccccc1)c1ccccc1
    1.1, 9, 103, 8, -8, -7, -0.4, 5.1, -9, 1.1
> Nc1nc(-c2cccnc2)nn1C(=O)c1ccc(F)cc1
    1.6, -9, 102, 9, 0, -1, 0.0, 0.7, 9, 1
> C=CCOc1c(Br)cc(/C=N/O)cc1OCC
    1.2, 2, 100, 10, -3, -6, 0.0, -0.4, -2, 1.1
> CCN1/C(=C2/OC(=S)N(C)C2=O)Sc2ccccc21
    1.1, -16, 108, -4, -6, -2, -0.2, 0.7, 16, 1
> CCOC(=O)CSc1ncnc2c1nnn2-c1ccc(F)cc1
    1.2, 4, 108, 2, 1, 3, 0.2, 0.4, -4, 1
> Cc1ccc(NC(=O)CSc2nc(O)c(Cc3ccccc3)c(=O)n2-c2ccccc2)cc1
    1.2, -1, 95, -3, -5, -7, -0.3, -0.1, 1, 1.1
> CCOC(=O)CCCNC(=O)COC(=O)CCC(=O)c1ccc(F)cc1
    1, -1, 98, 5, 2, -5, 0.3, 1.2, 1, 1
> CN(C(=O)CSc1nnc(-c2ccccc2)n1C)C1CCS(=O)(=O)C1 (stereo unspecified)
    1.3, -5, 94, 5, -3, -5, 0.0, -1.1, 5, 1.1
> C=C(C)C1CC=C(C)/C(=N/NC(=O)c2ccc(NC(=O)CC)cc2)C1 (stereo unspecified)
    1.2, -12, 98, 5, -4, 0, -0.1, -0.1, 12, 1
> O=C(Nc1nnc(CC2=CCCCC2)s1)c1cccs1
    1.4, -54, 119, -6, 1, -3, 0.0, 1.5, /, 1
> S=c1cnc2ccccc2[nH]1
    1, -26, 100, 10, 1, -2, -0.1, 0.1, 26, 1
> CCOC(=O)c1oc2ccc(CNCCO)c(Cl)c2c1C
    1.9, -39, 126, 4, 10*, -6, -0.1, -0.1, 39, 1.1
> Cc1ccc(C(=O)NCCc2ccc(S(=O)(=O)N3CCCC3)cc2)cc1
    0.97, -1, 92, 8, 2, -4, 0.4, -0.6, 1, 1
> CC(NC(=O)c1ccccc1)c1nnc(SCc2nc3ccccc3c(=O)[nH]2)n1C (stereo unspecified)
    0.95, 6, 102, -2, 0, -6, 0.1, -0.1, -6, 1.1
> CN1C(=O)CSC1=NCC12CC3CC(CC(C3)C1)C2
    0.71, -42, 95, 10, 0, -6, -0.3, -2.4, 42, 1.1
